Screens as filed in PubChem BioAssay.
D2 antag – antagonists of human D2 dopamine receptor. P14416. hit rate 2% among 340,000. inhibition, % at 10 µM. AID 485344. HEK293 TREx D2 cells, calcium flux, dopamine EC80; in the data active means inhibition above about 30%; further: 0% is about no effect
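Overnight-induced (tetracycline, 30 C) HEK293 T-REx cells carrying force-coupled D2 receive a no-wash calcium dye, then compound, then EC80 dopamine at 180 s; signals are read kinetically throughout.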
IDH1 R132H inh – blocks human mutant IDH1 R132H enzyme; O75874; IDH1-R132H enzyme, NADPH consumption, diaphorase/resazurin fluorescence; Potency, µM (doses to about 76.6 µM), for inactives: at the top dose activity change, negative = inhibition, hits mostly inhibitors; hit rate 0.093% among 390,000; AID 602179; further: potency means the concentration at half of the fitted maximal effect; on the % scale 0 is the no-effect control and ±100 the full control effect; nearly all actives have a fitted effect of over 65% in size
Target sequence (O75874 whole entry R132H, stated change not applied): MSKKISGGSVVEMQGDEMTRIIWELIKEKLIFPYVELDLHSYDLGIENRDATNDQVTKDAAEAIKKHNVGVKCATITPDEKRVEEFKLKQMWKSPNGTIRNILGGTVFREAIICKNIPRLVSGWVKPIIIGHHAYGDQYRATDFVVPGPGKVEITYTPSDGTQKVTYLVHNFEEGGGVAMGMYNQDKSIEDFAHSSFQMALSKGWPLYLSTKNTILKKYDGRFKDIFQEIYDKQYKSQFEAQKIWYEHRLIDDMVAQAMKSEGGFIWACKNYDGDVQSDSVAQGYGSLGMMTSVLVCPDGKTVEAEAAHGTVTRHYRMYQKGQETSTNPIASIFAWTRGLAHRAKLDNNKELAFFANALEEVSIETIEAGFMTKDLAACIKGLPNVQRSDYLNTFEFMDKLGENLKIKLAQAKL
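IDH1-R132H (0.5 ug/mL) preincubated 30 min with compound, then NADPH (0.016 mM) and alpha-KG (2 mM) added; 80 min at RT, pH 7.5. Remaining NADPH coupled via diaphorase/resazurin to fluorescence (540/590 nm); concentration-response curves normalized to no-enzyme control.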
USP1 inh – USP1/UAF1 (human) deubiquitinase inhibition; hit rate 0.23% among 390,000; Potency, µM (series often up to 57.1 µM), inactives show at the highest dose activity change, negative = inhibition, actives largely listed as inhibitors; O94782; recombinant USP1/UAF1, Ub-Rhodamine cleavage fluorescence; further: potency means the concentration at half of the fitted maximal effect; on the % scale 0 is the no-effect control and ±100 the full control effect; nearly all actives have a fitted effect of over 60% in size; inactives centre near -12
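Step one: compound is pinned into 1nM USP1/UAF1 in HEPES pH 7.8 buffer with TCEP. Step two: 15 min room-temperature incubation. Step three: Ub-Rho (150nM final) starts cleavage, tracked by fluorescence over six one-minute reads.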
TRHR agonist – activates the human TRH receptor; P34981; TRHR cells, calcium flux fluo-8, FDSS agonist mode; activation, % at 2 µM; hit rate 0.18% among 360,000; in the data active means activation above about 30%; further: 0% is about no effect
Target sequence (P34981 whole entry, looked up): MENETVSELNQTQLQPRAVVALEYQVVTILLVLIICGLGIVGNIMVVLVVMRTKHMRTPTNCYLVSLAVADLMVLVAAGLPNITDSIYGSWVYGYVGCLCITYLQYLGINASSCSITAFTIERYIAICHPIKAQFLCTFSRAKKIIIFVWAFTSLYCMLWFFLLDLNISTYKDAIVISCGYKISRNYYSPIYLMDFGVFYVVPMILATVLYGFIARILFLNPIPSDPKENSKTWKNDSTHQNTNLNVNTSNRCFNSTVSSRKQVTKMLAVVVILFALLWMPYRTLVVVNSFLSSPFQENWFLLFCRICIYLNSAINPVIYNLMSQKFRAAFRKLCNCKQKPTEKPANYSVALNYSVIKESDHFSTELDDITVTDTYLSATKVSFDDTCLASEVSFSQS
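Steps: seed TRHR cells overnight; add fluo-8 no-wash Ca dye, RT 30 min–1.5 h; record 10 s baseline; pin-transfer compounds; monitor fluorescence 1 cycle/s for the agonist window. Calcium increases flag candidate agonists.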
TrxR1 inh – blocks rat thioredoxin reductase 1 | O89049 | recombinant rTrxR1, NADPH fluorescence consumption, selenite substrate | Potency, µM (doses to about 114 µM), without a hit: at the top dose activity change, negative = inhibition, most hits filed as inhibitors | hit rate 1% among 390,000 | AID 588453; further: potency means the concentration at half of the fitted maximal effect; on the % scale 0 is the no-effect control and ±100 the full control effect; nearly all actives have a fitted effect of over 65% in size
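Rat TrxR1 (90 nM in the dispensed reagent) was pre-reduced with 400 uM NADPH for 5 min at room temperature, then incubated with compound for 15 min. After 400 uM selenite was added, NADPH fluorescence (Ex 340/Em 450 nm) was followed for 8 min.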
TRHR enhancer – allosteric enhancers of human TRH receptor; hit rate 0.66% among 360,000; P34981; TRHR cells, fluo-8 calcium fluorescence, EC20 TRH enhancement; enhancement, % at 2 µM; in the data active means enhancement above about 30%; further: 0% is about no effect
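Enhancer read-out: after compound pinning and an initial kinetic agonist-mode read, an EC20 of TRH (10 nM final) was injected and fluo-8 calcium signal (Ex 480/Em 530) followed at 1 s/cycle for 100 cycles in TRHR-expressing cells.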
TrxR1 substrate – is turned over as a substrate by rat TrxR1. O89049. purified TrxR1 substrate turnover, NADPH consumption readout. Potency, µM (top dose mostly 114 µM), for inactives: top-dose activity change, negative = substrate turnover. hit rate 0.01% among 390,000. AID 588456; further: potency means the concentration at half of the fitted maximal effect; on the % scale 0 is the no-effect control and ±100 the full control effect; nearly all actives have a fitted effect of over 50% in size
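Rat TrxR1, dispensed at 90 nM, was prereduced with 400 uM NADPH (final) for 5 min at ~22 deg C, then incubated with compound 15 min before 400 uM selenite. A first-read NADPH fluorescence drop versus no-compound background flagged substrates.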
D2 ag – D2 dopamine receptor (human) agonism. P14416. HEK293 T-REx D2 cells, calcium flux agonist mode. activation, % at 2 µM. hit rate 0.53% among 340,000. AID 485358;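 active means activation over 3 SD above normal in the single-dose calcium agonist read, cut at about 30% in these data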; further: 0% is about no effect
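Tetracycline-induced HEK293 T-REx cells with force-coupled D2 receptor, plated overnight at 30 C, loaded with no-wash calcium dye. After a 10 s baseline, compound was pin-added and calcium flux read kinetically for 180 s; calcium rises flagged agonists.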
PI4K2A inh – blocks human PI4K2A kinase activity; Q9BTU6; purified PI4K2A, ADP-Glo luminescence, 1 h; hits give low values; activity change, negative = inhibition, % at 76.9 µM; hit rate 0.13% among 420,000; AID 1346378; in the data active means activity change below about -50%; inconclusive means mostly about -30% to -49%;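 further: -100% = wells without enzyme as full effect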
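In this quantitative HTS, ADP production by PI4K2A was quantified luminescently after 1 h at ambient temperature; 100 microM adenosine served as plate-quality control.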
* hit, by the source's call; ? = inconclusive; . = not tested or not shown; & = joins results of further samples; [ ] = dose if it differs, or a comment. Unless noted, the call rests on the fitted dose curve; in most records, active means well fitted inhibition curve with a large enough effect; inconclusive means small, poorly fitted or top-dose-only effect; inactive means no such curve, though single readings can be large or run the other way. Not all compounds are listed; count on the stated rates, not on these rows.

SMILES	D2 antag	IDH1 R132H inh	USP1 inh	TRHR agonist	TrxR1 inh	TRHR enhancer	TrxR1 substrate	D2 ag	PI4K2A inh
Cc1cc(C(=O)N=Nc2c(O)n(C)c3ccccc23)c(C)o1	0	-2%	-25%	-1.2	-8%	0	-6%	-0.2	0
CC1OC(C[N+](C)(C)C)CC1O (stereo unspecified)	-15	10%	-8%	-1.0	-9%	1	0%	0.2	-3
Cc1ccc2c(c1)=NC(=O)/C(=C/c1c(O)[nH]c(=O)[nH]c1=O)C=2	-16	-2%	-17%	0.3	?	3	5%	1.1	-11
CCN1CCN(c2ccc([N+](=O)[O-])cc2C=C2C(=O)NC(=O)NC2=O)CC1	-9	0%	-16%	-0.1	?	-2	-10%	-0.5	-3
CCCC(C)C1(CC)C(=O)NC(=Nc2ccccc2)NC1=O (stereo unspecified)	-4	2%	-16%	0.8	0%	-2	-3%	-0.1	1
COc1ccc(CC(C)NCCC(c2ccccc2)c2ccccc2)cc1 (stereo unspecified)	-20	0%	-4%	0.6	8%	8	0%	1.3	-3
Cn1c(O)c(C(c2ccccn2)c2c(O)n(C)c(=S)[nH]c2=O)c(=O)[nH]c1=S	.	5%	-4%	.	?	.	-17%	.	1
COC(=O)C1=C(c2ccc3ccccc3c2)C[C@@H]2CC[C@H]1N2C(=O)NC1CC1	.	10%	-17%	-0.3	3%[57.1 µM]	25	3%	.	0
Cc1ccc(-n2c(C)cc(/C=C3/C(=O)NC(=O)N(C)C3=O)c2C)cc1	-18	0%	1%	-0.5	-6%	-3	1%	0.3	-3
Cn1c(O)c(/C=C2\C=Nc3ccccc32)c(=O)n(C)c1=O	12	-3%	-22%	0.4	-8%	-1	0%	-0.5	-14
N/C(=N\N=C\c1ccc(O)cc1O)N[N+](=O)[O-]	6	7%	-11%	0.7	1%	-5	-9%	0.3	-6
Cc1ccc(N=C(/N=C(\N)N[N+](=O)[O-])Nc2ccc(C)cc2)cc1	.	0%	-10%	.	-1%	.	-10%	.	-5

Of the compounds above, these contain nitrogen in an aromatic ring.
SMILES	D2 antag	IDH1 R132H inh	USP1 inh	TRHR agonist	TrxR1 inh	TRHR enhancer	TrxR1 substrate	D2 ag	PI4K2A inh
Cc1cc(C(=O)N=Nc2c(O)n(C)c3ccccc23)c(C)o1	0	-2%	-25%	-1.2	-8%	0	-6%	-0.2	0
Cc1ccc2c(c1)=NC(=O)/C(=C/c1c(O)[nH]c(=O)[nH]c1=O)C=2	-16	-2%	-17%	0.3	?	3	5%	1.1	-11
Cn1c(O)c(C(c2ccccn2)c2c(O)n(C)c(=S)[nH]c2=O)c(=O)[nH]c1=S	.	5%	-4%	.	?	.	-17%	.	1
Cc1ccc(-n2c(C)cc(/C=C3/C(=O)NC(=O)N(C)C3=O)c2C)cc1	-18	0%	1%	-0.5	-6%	-3	1%	0.3	-3
Cn1c(O)c(/C=C2\C=Nc3ccccc32)c(=O)n(C)c1=O	12	-3%	-22%	0.4	-8%	-1	0%	-0.5	-14

(next part)
SMILES	D2 antag	IDH1 R132H inh	USP1 inh	TRHR agonist	TrxR1 inh	TRHR enhancer	TrxR1 substrate	D2 ag	PI4K2A inh
CN1C(=O)C(=Cc2c(OCc3cnc(Cl)s3)ccc3ccccc23)C(=O)N(C)C1=O	11	6%	-8%	-0.2	?	1	-2%	1.4	-20
O=C(CN1CC=C(c2ccccc2)CC1)NC(=O)NCc1ccccc1	7	8%	-16%	-0.9	20%[57.1 µM]	62*	3%[57.1 µM]	0.6	2
COc1ccc(NP2(=O)NCCCN2)cc1	.	4%	-1%	.	8%	.	2%	.	7
CCN(CC)C(=O)c1ccc(NC(=O)c2cccc(S(=O)(=O)N3CCN(C)CC3)c2)cc1	-22	5%	-13%	0.8	5%	-7	-5%	0.8	4
CCn1cc(C(=O)O)c(=O)c2cc3c(cc21)OCO3	1	.	.	0.1	20%[57.1 µM]	-5	20%[57.1 µM]	0.2	-1
COc1ccc(Cn2c(O)c(C=NCCN3CCOCC3)c(=O)[nH]c2=O)cc1	-4	9%	0%	-0.3	-11%[57.1 µM]	-1	5%[57.1 µM]	0.3	4
CCC1(CC)C(=O)NC(=Nc2cccc(C(F)(F)F)c2)NC1=O	-6	1%	-9%	2.0	16%	-6	3%	-0.5	4
Cc1cc(C)cc(-n2c(O)c(C=Nc3ccc(N4CCOCC4)cc3)c(=O)[nH]c2=S)c1	0	0%	-21%	-0.2	-17%	1	?	6.4	-3
CCOC(C[n+]1c(-c2ccccc2)cc(C)cc1-c1ccccc1)OCC	-4	-7%	-6%	0.0	13%	-3	21%	0.1	-2
COc1ccc(NC(=O)CCn2cnc3onc(-c4ccc(F)cc4)c3c2=O)cc1OC	.	13%	-16%	-1.1	?	5	-10%	-0.7	1
C[N+]12CN3CN(CN(C3)C1)C2	1	-9%	-12%	0.7	19%	2	6%	1.2	-5
CCC/C=N/O	11	-4%	-19%	-0.3	16%	-2	8%	-0.1	-2

Reprinted at random: 3 entries already listed
SMILES	D2 antag	IDH1 R132H inh	USP1 inh	TRHR agonist	TrxR1 inh	TRHR enhancer	TrxR1 substrate	D2 ag	PI4K2A inh
Cc1ccc(N=C(/N=C(\N)N[N+](=O)[O-])Nc2ccc(C)cc2)cc1	.	0%	-10%	.	-1%	.	-10%	.	-5
CC1OC(C[N+](C)(C)C)CC1O (stereo unspecified)	-15	10%	-8%	-1.0	-9%	1	0%	0.2	-3
CCN1CCN(c2ccc([N+](=O)[O-])cc2C=C2C(=O)NC(=O)NC2=O)CC1	-9	0%	-16%	-0.1	?	-2	-10%	-0.5	-3

Additional entries follow:
SMILES	D2 antag	IDH1 R132H inh	USP1 inh	TRHR agonist	TrxR1 inh	TRHR enhancer	TrxR1 substrate	D2 ag	PI4K2A inh
COc1ccccc1N1CCN(Cc2ccccc2F)CC1	81*	1%	-26%	-0.5	14%	-1	-2%	6.2	4
CCCC(C)C1(CC)C(=O)NC(=Nc2ccc(OC)cc2)NC1=O (stereo unspecified)	21	0%	-12%	0.2	1%	-5	-5%	0.0	5
COP(=O)(OC)c1nc(-c2cccc3ccccc23)oc1N1CCCCC1	-10	14%	-26%	-1.3	79%[activator][57.1 µM]	1	497%[activator][57.1 µM]	-0.5	0
COc1ccccc1NC(=O)N(Cc1ccc2c(c1)OCO2)C1CCN(Cc2ccccc2)CC1	.	21%	-26%	-0.1	16%	2	3%	0.4	1
COC(=O)C1=C(c2ccc(C(C)=O)cc2)C[C@@H]2CC[C@H]1N2C(=O)NCCNC(C)=O	7	6%	-22%	-0.2	17%[57.1 µM]	19	11%[57.1 µM]	0.2	3
O=C1CN=C(c2ccc(Br)cc2)c2c(sc3c2CCCC3)N1CCN1CCCCC1	-11	-5%	-23%	-1.0	12%	6	4%	1.6	-5
N[C@@H](Cc1c[nH]c2ccccc12)c1nnc(SCc2ccc(F)cc2)o1	-9	3%	-1%	0.6	14%	-4	1%	1.0	0
O=C(N/N=C1/CN2CCC1CC2)c1cc2ccccc2cc1O	13	5%	-2%	-0.2	24%	-7	3%	0.3	-2
O=c1[nH]c(=O)n(CCC2=CCCCC2)c(O)c1C=NCc1cccnc1	-28	-5%	3%	0.4	-11%[57.1 µM]	-3	8%[57.1 µM]	-0.1	1
C[C@]12CCC3C(C1CCC2=O)[C@H](O)C[C@H]1C[C@@H](O)CC[C@]31C (stereo partly specified)	.	2%	-19%	.	4%	.	3%	.	0
COc1cc(CN=C(C)c2c(O)n(C3CCCCC3)c(=O)[nH]c2=O)cc(OC)c1	.	6%	-18%	0.3	24%[11.4 µM]	5	8%[11.4 µM]	.	-3
C=CCn1c(O)c(C=Nc2ccc(N(CC)CC)cc2)c(=O)[nH]c1=O	-9	1%	?	11	12%	8	10%	2.1	0
CC(C)(C)C(=O)c1cn(CC(=O)NCc2ccco2)c2ccccc12	12	-7%	-8%	-0.1	-23%	-9	-8%	0.1	9
O=C(c1cc(S(=O)(=O)N2CCC3(CC2)OCCO3)ccc1F)N1CCC2(CC1)OCCO2	.	-4%	-8%	0.7	10%	-1	2%	.	-5
CCCC[N+]1(C)C2CC(OC(=O)C(CO)c3ccccc3)CC1C1OC12 (stereo unspecified)	-10	-6%	-24%	0.0	-4%&5%	-8	3%	-0.7	2
COc1cc(-c2ccc(N)c(OC)c2)ccc1N	-9	20%	0%	0.2	7%	2	5%	-0.3	4
CN1CCCN(C(=O)COc2ccc(F)cc2F)CC1	-2	-10%	-8%	1.1	-1%	19	1%	0.6	5
CCC(=NCCCO)c1c(O)n(-c2ccc(OC)cc2)c(=O)[nH]c1=O	1	6%	-11%	0.4	9%	5	1%	0.7	-1
C=CCn1c(O)c(C(C)=NCCC2=CCCCC2)c(=O)[nH]c1=O	1	9%	-9%	-0.6	-8%	-12	-5%	0.1	-5
O=[N+]([O-])c1cc([As](=O)(O)c2ccc(O)c([N+](=O)[O-])c2)ccc1O	-20	6%	-12%	1.8	-7%[57.1 µM]	-1	0%[57.1 µM]	-1.1	-10
O=C(c1ccccc1[N+](=O)[O-])N1CCC2(CC1)OCCO2	8	1%	1%	0.5	24%	1	7%[57.1 µM]	1.7	-4
Cc1cnc(-n2c(=S)[nH]c3ccccc3c2=O)s1	-3	6%	-17%	0.1	-1%	0	1%	1.1	-5
COC(=O)C(O)(c1c(C)[nH]n(-c2ccccc2)c1=O)C(F)(F)F (stereo unspecified)	-2	4%	?	0.1	-10%[57.1 µM]	10	-7%[57.1 µM]	0.4	?
Cc1ccc(C(=O)N[C@@H](C)CN2C3=NC[C@H](Cc4ccccc4)N3C[C@H]2Cc2ccc(O)cc2)cc1Br	.	-12%	-8%	-0.6	25%	0	4%	.	4
CN1CCN(c2ccc([N+](=O)[O-])c(SCCO)c2)CC1	8	-3%	-8%	0.3	10%[57.1 µM]	0	0%[57.1 µM]	1.1	20
CN1CCN(Cc2cc(=O)n3ccsc3n2)CC1	-5	-5%	-15%	0.7	15%	-5	-3%	-0.6	3
